Screening data deposited in PubChem BioAssay by Fisher Drug Discovery Resource Center.
NPYLR7 agonist: mosquito NPYLR7 agonism. actives 0.15% (n = 270,000). activation, % at 10 µM. HEK293T NPYLR7/Galpha15, GCaMP6s calcium fluorescence; in the data active means activation above about 40%;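 further: 0% = vehicle and 100% = reference agonist at the receptor; some compounds past the cut are filed as inactive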
mcGAS lum: blocks mouse cGAS activity; recombinant cGAS, Kinase-Glo ATP depletion luminescence; inhibition, % at 12.5 µM; actives 0.15% (n = 160,000);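 further: 0% = negative control wells and 100% = reference inhibitor with no enzyme activity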
hcGAS inh: blocks human cGAS activity; inhibition, % at 12.5 µM; recombinant h-cGAS, ATP depletion, Kinase-Glo luminescence; Q8N884; actives 0.081% (n = 290,000);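 further: 0% = vehicle reaction and 100% = reaction without DNA for no activity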
Target sequence (Q8N884 whole entry, looked up): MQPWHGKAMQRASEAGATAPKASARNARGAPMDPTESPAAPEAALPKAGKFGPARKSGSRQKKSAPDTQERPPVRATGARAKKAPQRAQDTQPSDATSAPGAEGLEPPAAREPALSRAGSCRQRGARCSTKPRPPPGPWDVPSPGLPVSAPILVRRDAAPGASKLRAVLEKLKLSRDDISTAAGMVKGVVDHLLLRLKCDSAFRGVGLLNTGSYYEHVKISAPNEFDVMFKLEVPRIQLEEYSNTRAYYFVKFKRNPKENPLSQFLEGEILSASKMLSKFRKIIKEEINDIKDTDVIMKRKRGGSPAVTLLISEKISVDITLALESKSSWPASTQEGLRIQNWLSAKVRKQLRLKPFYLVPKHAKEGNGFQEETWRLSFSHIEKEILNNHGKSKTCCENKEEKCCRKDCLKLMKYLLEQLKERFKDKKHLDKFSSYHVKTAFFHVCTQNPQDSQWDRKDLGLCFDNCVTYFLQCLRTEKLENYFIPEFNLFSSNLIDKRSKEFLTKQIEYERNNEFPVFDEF
Active calls of the source: *; . = not tested or not shown; & = joins results of further samples. Unless noted, no stated cut-off is given here; in the data, active means inhibition above about 40%; inactive means the rest.

SMILES	NPYLR7 agonist	mcGAS lum	hcGAS inh
O=C(NCc1ccc(-c2ncc(-c3ccc(N4CCOCC4)cc3)[nH]2)cc1)c1ccc(F)cc1Cl	28.2	-6.5	-2.4
Cc1ccc([N+](=O)[O-])cc1S(=O)(=O)N1CCN(C(=O)NCCc2cccc(Cl)c2)CC1	2.2	-2.4	3.4
Cc1ncsc1CCC(=O)N1CCCC(CNC(=O)c2ccco2)C1 (configuration not stated)	0.6	-12.1	-12.2
Cc1cn2c3c(=O)n(CC(C)C)c(=O)n(C)c3nc2n1CC(C)C	2.7	.	-2.2
O=C1NC2(CCN(C(=O)Nc3ccc(C(F)(F)F)cc3)CC2)Nc2ccc(Br)cc21	0.7	-5.6	-9.4
CCSC1CCC(NC(=O)c2cc(S(=O)(=O)N3CCOCC3)ccc2F)C1 (configuration not stated)	-0.4	.	3.5
CCOC(=O)C1(Cc2ccccc2)CCCN(Cc2nc3ccccc3n2C)C1 (configuration not stated)	0.1	.	6.7
Cc1ccc(-c2ccc(C(=O)N(Cc3cnn(C)c3)C3CC3)cc2)o1	10.4	.	-3.1
CCN(CC(=O)NCc1ccc(F)cc1)Cc1cc(=O)n2ccccc2n1	9.2	.	-8.4
CN(C)CCCN1C(=O)C(O)=C(C(=O)c2cccs2)C1c1ccc(Cl)c(Cl)c1 (configuration not stated)	9.2	-6.4	-7.0
COc1cc(C(=O)C=Cc2cc(OC)c(O)c([N+](=O)[O-])c2)ccc1O	-7.8	.	-7.2
O=C(CCC1CCN(C(=O)c2cccc(-n3cccn3)c2)CC1)Nc1ccccc1	6.9	.	-9.6
CCC(C)N(Cc1cc(NC(=O)C2CCC2)ccc1N(C)C)C(=O)NC(C)(C)C (configuration not stated)	-7.6	-5.5	-4.9
CCC(C)N(CC(=O)N(Cc1cccn1Cc1ccccc1Cl)C1CCCCC1)S(=O)(=O)c1ccc(OC)cc1 (configuration not stated)	0.5	-6.2	-7.8
CC(=O)Oc1ccc2c(=O)c(Oc3ccc(Cl)cc3Cl)c(C(F)(F)F)oc2c1	-3.0	2.7	2.3
CC(C)n1nccc1NC(=O)c1ccc(Cl)c(S(=O)(=O)NC2CC2)c1	-0.9	.	3.9
CCOC(=O)c1c(NC(=O)c2ccccc2)sc(C(=O)NC)c1C	-4.1	.	5.2
Cc1ccccc1NC(=O)c1ccc2c(c1)S(=O)(=O)N(C1CC1)C2=O	-14.9&12.7	-16.5	-5.8&-9.0
O=C(CCl)Nc1nc(-c2c[nH]c3ccccc23)cs1	-8.7	.	4.6
O=C(NCc1cccc(OC(F)F)c1)c1sc2cc(F)ccc2c1Cl	6.9	-3.0	-0.1

Among those listed so far, these have a furan ring, fused or not.
SMILES	NPYLR7 agonist	mcGAS lum	hcGAS inh
Cc1ncsc1CCC(=O)N1CCCC(CNC(=O)c2ccco2)C1 (configuration not stated)	0.6	-12.1	-12.2
Cc1ccc(-c2ccc(C(=O)N(Cc3cnn(C)c3)C3CC3)cc2)o1	10.4	.	-3.1

Back to the main list; the 4 compounds before the break are reprinted first.
SMILES	NPYLR7 agonist	mcGAS lum	hcGAS inh
CCOC(=O)c1c(NC(=O)c2ccccc2)sc(C(=O)NC)c1C	-4.1	.	5.2
Cc1ccccc1NC(=O)c1ccc2c(c1)S(=O)(=O)N(C1CC1)C2=O	-14.9&12.7	-16.5	-5.8&-9.0
O=C(CCl)Nc1nc(-c2c[nH]c3ccccc23)cs1	-8.7	.	4.6
O=C(NCc1cccc(OC(F)F)c1)c1sc2cc(F)ccc2c1Cl	6.9	-3.0	-0.1
CCc1ocnc1C(=O)N1CCOc2c(O)cc(-c3cccc(Cl)c3)cc2C1	16.4	.	-1.6
CC(Oc1ccc(Br)cc1Cl)C(=O)NC1CCS(=O)(=O)C1 (configuration not stated)	12.2	.	-5.8
CN1C[C@@H]2CC[C@H](CC1=O)N2C(=O)C(C)(C)NC(=O)c1cccs1	4.1	.	-7.1
c1ccn2c(NC3CCCCC3)c(-c3ccc4c(c3)OCO4)nc2c1	-15.1	-2.1	2.3
O=C(CCC(=O)N1CCCCCC1)NC[C@@H]1CCNC[C@H]1O	-5.0	.	-7.0
COc1ccccc1CCNC(=O)c1ccccc1N1CCC(NC(=O)c2ccccc2C)CC1	0.9	.	-7.2
Cc1oc(C(C)(C)C)cc1C(=O)N1CCC[C@H]1C(=O)N1CCC(C(=O)N2CCOCC2)CC1	16.5	-3.4	-5.0
Cc1nccn1CC(=O)N1CCC(=O)N(Cc2ccc(F)cc2)C(C(C)C)C1 (configuration not stated)	-4.5	.	-0.1
COc1ccc(-c2cnc3ncnn3c2N2CCN(C/C=C/c3ccccc3)CC2)cc1	.	-6.9	-7.5
CC1(C)CCC(C)(C)c2cc(NC(=O)Nc3cccc4[nH]c(COCCO)nc34)ccc21	-3.8	-1.3	-2.6

Of the compounds above, 3 have an NH in an aromatic ring:
SMILES	NPYLR7 agonist	mcGAS lum	hcGAS inh
O=C(NCc1ccc(-c2ncc(-c3ccc(N4CCOCC4)cc3)[nH]2)cc1)c1ccc(F)cc1Cl	28.2	-6.5	-2.4
O=C(CCl)Nc1nc(-c2c[nH]c3ccccc23)cs1	-8.7	.	4.6
CC1(C)CCC(C)(C)c2cc(NC(=O)Nc3cccc4[nH]c(COCCO)nc34)ccc21	-3.8	-1.3	-2.6

The listing continues:
SMILES	NPYLR7 agonist	mcGAS lum	hcGAS inh
COCCOC(C)C(=O)N1CCCc2cc(C)cc(C)c21 (configuration not stated)	10.4	.	-10.2
COC(=O)CCCC(=O)N1CCC(Cc2ccc(C(F)(F)F)cc2)CC1	2.3	-3.8	-0.1
Cc1ccc(CNS(=O)(=O)Cc2ccc(F)cc2)cc1F	0.4	.	-21.8
C=CCn1c(SCCC(N)=O)nnc1-c1ccccc1	-4.8	-2.6	5.1
O=S(=O)(c1ccccc1)N1CCN(Cc2cccc3nccnc23)CC1	4.3	-9.2	-4.8
COc1cc(CC2(CCC(=O)N3CCN(C(=O)c4cccs4)CC3)CCC(=O)N2)ccc1F (configuration not stated)	-8.2	-2.9	-4.4
CC(C(=O)O)N1C(=O)/C(=C/c2ccccn2)SC1=S (configuration not stated)	-2.7	1.8	2.9
CCc1[nH]n(-c2ccc(Cl)cc2)c(=O)c1C1=C([n+]2ccc(C)cc2)C(=O)N(CC(C)C)C1=O	39.8	-10.3	-10.7
COc1cc(NC(=O)c2ccccc2)c(OC)cc1NC(=O)CN(C)CC1OCCO1	-8.8	-4.8	-5.4
Cc1nc(NCCNC(=O)c2cccs2)cc(N2CCCC2)n1	1.0	.	-5.1
COCCN(CC(=O)N(CCc1c[nH]c2ccccc12)Cc1ccc(F)cc1)C(=O)COc1ccc(Cl)cc1	22.7	-3.4	-1.4
O=[N+]([O-])c1ccccc1I	6.8	-4.6	-1.1
O=C1Nc2ccccc2C12CCCN(Cc1ccc(-c3ccn[nH]3)o1)C2 (configuration not stated)	1.9	.	-0.1
O=C(c1ccc(Cl)cc1F)N1CCN(S(=O)(=O)c2ccc(F)c(Cl)c2)CC1	-7.4	.	-8.1
CCN1CCN(S(=O)(=O)c2ccc(OC)c(N3CCN(C(=O)COc4ccccc4)CC3)c2)CC1	21.2	-8.0	-5.9
CC(=O)c1cccc(S(=O)(=O)NCC(C)N2CCN(C)CC2)c1 (configuration not stated)	-1.5	4.2	3.0
Cc1nn(-c2ccccc2)c(C)c1CNC(=O)CCCn1c(C)csc1=O	4.0	.	0.3
CCOC(=O)c1cc(-c2ccc(OC)cc2)n(C2CCN(C(=O)c3ccco3)CC2)n1	30.9	-4.4	-3.4
O=C(NC1CC1)c1coc(CN(Cc2cccc(C(F)(F)F)c2)Cc2cccs2)n1	2.8	-7.6	-7.4
CCN(CC)C(=O)Oc1ccc2c(ccn2Cc2cc(Br)cc(Br)c2)c1-c1cc(F)cc(F)c1	23.0	-7.7	-6.2
COc1ccc2nc(NC(=O)CCN3C(=O)C4CCCCC4C3=O)sc2c1 (configuration not stated)	9.3	.	-5.1
Cc1ccc(C(O)c2ncc(-c3ccccc3C)[nH]2)cc1 (configuration not stated)	0.1	.	-8.9
COc1ccc(-c2nnc(SCc3ccccc3C#N)n2-c2ccc(Cl)c(Cl)c2)cc1	2.4	-0.5	6.4
O=C(NCCCOc1ccccc1)C1CCN(S(=O)(=O)c2cccs2)CC1	3.5	-7.5	-3.0
CCn1c(=O)c2c(nc3n2CC(C)=NN3Cc2cccc3ccccc23)n(C)c1=O	-10.6	.	1.9
Cc1ccc(C)c(NC(=O)/C=C/c2ccc3c(c2)CCCN3C)c1	4.5	.	-1.9
CCOc1ccccc1CNC1CC(=O)N(Cc2cccc(F)c2)C1 (configuration not stated)	14.6	-10.1	-5.7
CC(CN1CCC2(CCc3ccccc32)CC1)N1CCOCC1 (configuration not stated)	.	-2.2	-8.8
O=S(=O)(NCc1ccccc1)N1CCCCC1c1nc2ccccc2[nH]1 (configuration not stated)	4.2	.	-4.8
O=C(CN1CCCCCCC1=O)NCc1ccc(-c2ccccc2)o1	3.6	-8.3	-10.3
O=S(=O)(Nc1ncnc2sc3c(c12)CCC3)c1cc(F)ccc1F	0.0	.	-4.1
Cc1ccc(C)c(C(=O)CCC(=O)N2CCC(C(=O)c3ccc(O)cc3)CC2)c1	4.8	-13.0	-11.8
N#Cc1ccc(C(=O)N2CC3ON=C(c4cccnc4)C3C2)cc1 (configuration not stated)	0.1	.	5.3
C#CCN1CCC(C(=O)N(CCN(C)C)Cc2cccnc2)CC1	7.3	.	-5.9
CCOC(=O)C(=O)NC(C)C(c1cccs1)N1CCN(c2ccccc2)CC1 (configuration not stated)	-4.0	.	-2.2
O=C(/C=C/c1ccc(O)c(O)c1)O[C@@H]1C[C@](O)(C(=O)O)C[C@@H](O)[C@H]1O	-4.4&-4.1	.	3.2&-5.9
Cc1nc(NC(=O)CCN2CCSC2=O)sc1Cc1ccc2c(c1)OCO2	1.5	-11.6	-3.2
Cc1cccc(OC(C)C(=O)NNC(=O)c2ccccc2SCc2cscn2)c1C (configuration not stated)	0.1	.	4.8
CCOC(=O)Cc1csc(=Nc2ccccc2C)n1CCO	-8.6	-9.3	-4.2
CCC(C)(C)NC(=O)CSc1nnc(NCc2ccc(OC)cc2)s1	3.2	-4.9	-3.3
Cc1nnc(NC(=O)N2CCN(Cc3ccccc3F)C(=O)C2)s1	-1.2	-9.7	-3.0
Cc1[nH]n2c(=O)c3c(nc2c1-c1ccc(Cl)cc1)CCCC3	-11.1	.	-3.2
COc1ccc(OC)c(-c2c(=O)n(O)c3ccccc3[n+]2[O-])c1	0.1	.	-8.2
CCOc1ccccc1N1CCN(C(=O)c2cc(-c3cccc(F)c3)n3nc(C(C)(C)C)cc3n2)CC1	12.9	-9.3	-8.0
COc1ccc(OC)c(NC(=O)c2ccc(OC)c([N+](=O)[O-])c2)c1	-7.3	-3.2	-0.3
Cc1cccn2c(=O)c3cc(C(=O)N4COCC4(C)C)sc3nc12	-5.6	.	-0.8
O=C(Cc1n[nH]c(=O)c2ccccc12)N1CCOC(c2ccc(Br)cc2)C1 (configuration not stated)	12.0	.	-10.3
O=C(N=Nc1c(O)[nH]c2ccc(Br)cc12)c1ccccc1	-3.9	-3.7	-3.6
COCCC(=O)NC(Cc1ccccc1)c1cccs1 (configuration not stated)	5.6	.	-3.4
Cc1nc(CCC(=O)N2CCCC3(CCCN(Cc4ccccc4)C3)C2)n[nH]1 (configuration not stated)	-1.2	.	-1.8

Additional records:
SMILES	NPYLR7 agonist	mcGAS lum	hcGAS inh
Cc1cnc2c(C(=O)N(C)CC3Cc4ccccc4CN3C)cnn2c1 (configuration not stated)	.	-2.1	-2.2
O=C(Nc1ccc([N+](=O)[O-])cc1)c1nn(-c2ccccc2)cc1N=Cc1cccc(O)c1	-0.7	.	-1.7
COCCOc1cccn2c(N(C)C(=O)CCC3CCCC3)c(C)nc12	-1.5	-4.4	-2.9
CCOC(=O)C1(Cc2ccccc2C)CCCN(S(=O)(=O)c2cccs2)C1 (configuration not stated)	-1.4	.	-6.4
Cc1cc2oc3c(c2cc1NS(=O)(=O)c1cccs1)CCCC3	-2.7	.	6.1
COC(=O)c1cc(OCc2ccc(C#N)cc2F)cc(C(=O)OC)c1	3.6	.	-6.4
COc1ccc(C2(C(=O)N3CCCC(c4ccn[nH]4)C3)CCCC2)cc1 (configuration not stated)	1.9	.	-1.3
O=C(CSc1nn(-c2ccc(Cl)cc2)c(=S)s1)C12CC3CC(CC(C3)C1)C2	2.3	-5.8	-7.7
